Screens: PubChem, Broad Institute
miR122 inh: miR-122 Renilla sensor signal increase in Huh7, primary screen, miR-122 inhibitor project, cell-based, single point, plate reader; activation (reporter increase), % at 12.5 µM; Huh7 miR-122 Renilla luciferase sensor, 48 h; neutral wells = 0, positive control = 100; 340,000 tested, 0.3% active;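 active = mean replicate activation score at least 90 and every replicate individually at or above 90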;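 note: higher luciferase means less miR-122 activity so hits act as miR-122 inhibitors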
GSIS activator: GLuc luminescence reporter in INS-1E cells, primary screen for activators of glucose-dependent secretion of insulin | AID 743287, 2014 | activation, % at 16.6 µM | 370,000 tested, 0.61% active | INS-1E GLuc reporter insulin secretion, 2-3 h;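 active = lowest replicate activation of at least 40%, so every replicate reaches that level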;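 note: 0% = median of neutral control wells and 100% = median of IBMX positive control wells; some compounds called inactive have numbers as strong as hits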
PAX8 inh HTS: inhibitors of PAX8-driven TPO luciferase reporter, primary screen, RMG-I cells, single concentration; SteadyGlo, 24 h; inhibition, % at 12.6 µM; 360,000 tested, 1.2% active; AID 652154, 2013;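 active = mean replicate inhibition at least 60% with every replicate also reaching 60%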;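 note: luciferase light reporting Pax8 driven TPO promoter activity; plate controls were median of neutral control wells for no effect and mitoxantrone controls for full effect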
* hit, by the source's call; · = no result given; & = joins results of further samples. Not all compounds are listed, so the mix of outcomes need not match the whole.

#1 Cc1ccc(C(=O)N2CCN(c3ncccn3)CC2)o1
#2 CCOC(=O)c1c(-c2ccc(C)cc2C)csc1NC(=O)CSc1nnnn1C
#3 CCCC(=O)OCC(=O)Nc1ccccc1Sc1ccccc1
#4 CCc1nc2ccccc2c(=O)n1NCCc1ccccc1
#5 CC12CCC(C(=O)N3CCN(c4ccccc4)CC3)(CC1=O)C2(C)C (configuration not stated)
#6 O=C(CSc1nc(Nc2ccccc2)nc(N2CCOCC2)n1)Nc1ccccc1Cl
#7 Cc1nc(SCCO)c2oc3ccccc3c2n1
#8 COc1cc2cc(CN(CCO)S(=O)(=O)c3ccccc3Cl)c(=O)[nH]c2cc1OC
#9 CCCCOc1ccc(C(=O)NCC2(c3ccc(OC)cc3)CCOCC2)cc1
#10 COc1ccc2c(c1)c(C(O)CN1CCN(Cc3ccc4c(c3)OCO4)CC1)c(C)n2C (configuration not stated)

screen / no.	1	2	3	4	5	6	7	8	9	10
miR122 inh	·	·	·	·	·	·	·	·	·	·
GSIS activator	-1.0	-15.6&-19.5	-1.8	15.9	7.4	-20.5	20.9	3.3	-20.7	-31.9
PAX8 inh HTS	·	·	·	·	·	·	·	·	·	·

#11 COc1cc(/C=N/O)cc(Br)c1OCC(=O)NCc1ccccc1
#12 Cc1ccc(-c2cc(C(=O)Nc3ccc(S(=O)(=O)Nc4nc(C)cc(C)n4)cc3)c3ccccc3n2)cc1
#13 Cc1ccc(-c2cn(-c3ccc(SC(F)F)cc3)c3[n+]2CCC3)cc1
#14 C/C=N/NC(=O)c1cc(Br)ccc1O
#15 CCCC#Cc1ccc([C@@H]2[C@@H](CO)N3C(=O)CN(C(=O)Nc4ccccc4)C[C@H]23)cc1
#16 COc1ccc2c3c(n(C)c2c1)[C@@H](CO)N(C(=O)Nc1ccccc1F)CC31CN(C)C1
#17 C[C@H](CO)N1C[C@H](C)[C@@H](CN(C)S(=O)(=O)c2cn(C)cn2)Oc2c(NC(=O)CCCN(C)C)cccc2C1=O
#18 CCCNC(=S)N1CCC(c2nc3cc(C)c(C)cc3[nH]2)CC1
#19 Cc1ccc(OCC(=O)NNC(=O)C2CCN(c3ncccn3)CC2)cc1
#20 Cc1cc(NS(=O)(=O)c2ccc(NC(=O)C(C)Oc3ccc(Cl)cc3)cc2)no1 (configuration not stated)

screen / no.	11	12	13	14	15	16	17	18	19	20
miR122 inh	·	·	·	·	·	·	·	·	·	·
GSIS activator	33.1	-4.2	-30.8	-5.5	-15.8	-33.7	-1.3	-8.7	-7.1	4.9
PAX8 inh HTS	·	·	·	·	·	·	·	·	·	·

#21 COc1ccccc1NC(=O)Cn1c(=O)n(-c2ccccc2)c(=O)c2oc3ccccc3c21
#22 C[C@@H]1CN([C@@H](C)CO)C(=O)c2cccc(NC(=O)CCCCCC(=O)Nc3ccccc3N)c2O[C@H]1CN(C)Cc1ccccc1
#23 Cc1ccc(C)c(NC(=O)CSc2nnc(C)c(=O)n2N)c1
#24 COc1ccc2c3c([nH]c2c1)[C@H](CO)N(C(=O)Nc1ccc(F)cc1)CC31CN(C(=O)Cc2ccccc2)C1
#25 COc1ccc2c3c(n(C)c2c1)[C@@H](CO)N(CC1CC1)CC31CCN(C(=O)c2cccnc2)CC1
#26 C=CCOc1ccc(C2/C(=C(\O)c3c(C)[nH]c(C(=O)OC)c3C)C(=O)C(=O)N2CCN(C)C)cc1 (configuration not stated)
#27 CCC(=O)N1CC2(C1)CN(C(=O)CN1CCOCC1)[C@@H](CO)c1[nH]c3cc(OC)ccc3c12
#28 Cc1ccc(-n2cc[nH]c2=S)cc1C
#29 COc1ccc(C(=O)N2CCN(C(=O)c3ccco3)CC2)cc1OC
#30 CN(CC(=O)Nn1cnnc1)S(=O)(=O)c1ccc(Br)cc1

screen / no.	21	22	23	24	25	26	27	28	29	30
miR122 inh	·	·	·	·	·	·	·	·	·	·
GSIS activator	6.2	-9.2	1.4	-13.8	-6.3	3.5	-4.2	20.1	-1.0	10.5
PAX8 inh HTS	·	·	·	·	·	·	·	·	·	·

#31 O=C(NC1CCCC1)N1CC(=O)N2[C@H](CO)[C@H](c3ccc(-c4ccccc4)cc3)[C@@H]2C1
#32 CO[C@H]1CN(C)C(=O)c2ccc(NC(=O)C3CCOCC3)cc2OC[C@H](C)N(C(=O)c2ccccc2)C[C@@H]1C
#33 CCCCC1(CC(=O)OC)C(=O)N(c2ccccc2)N(c2ccccc2)C1=O
#34 COC(=O)c1[nH]c2ccccc2c1NC(=O)CN1CCN(Cc2ccc3c(c2)OCO3)CC1
#35 CCn1c(NN)nc2sc3c(c2c1=O)CCC3
#36 Cc1cc(C)nc(SCc2csc(-c3ccccc3)n2)n1
#37 CCCOC(=O)c1ccc(Oc2c(-c3ccc(OC)cc3O)n[nH]c2C)cc1
#38 NCCCN1CCOCC1
#39 CCCNC(=O)N1CC(=O)N2[C@H](CO)[C@H](c3ccc(C#Cc4ccccc4)cc3)[C@@H]2C1
#40 Fc1ccc(CNC(=S)Nc2ccc(Cl)cc2)cc1

screen / no.	31	32	33	34	35	36	37	38	39	40
miR122 inh	·	·	·	·	·	·	·	·	·	·
GSIS activator	-11.7	1.4	10.2	-4.9	-1.4	-17.1	12.3	9.5	13.3	-1.9
PAX8 inh HTS	·	·	·	·	·	·	·	·	·	·

#41 COc1cccc(OC)c1C(=O)Nc1c(C)n(C)n(-c2ccccc2)c1=O
#42 COc1ccc2c3c([nH]c2c1)[C@@H](CO)N(C(=O)C1CCCCC1)CC31CCN(C)CC1
#43 CC1(C)Cc2c(ccc3ccccc23)/C(=C/C#N)N1
#44 Cc1ccc(-n2c(O)c(C=Nc3ccc4c(c3)OCO4)c3ccccc3c2=O)cc1C
#45 O=S(=O)(NCc1ccccc1Br)c1cccs1
#46 CN(Cc1ccccc1)C(=O)c1c[nH]c2ccc(S(=O)(=O)N3CCOCC3)cc2c1=O
#47 Nn1c(SCC(=O)Nc2ccc3c(c2)OCCO3)nnc1-c1ccccn1
#48 NNc1nc2ccc(F)cc2s1
#49 CC(C)OC(=O)C(CC(=O)O)N1CCOCC1 (configuration not stated)
#50 COc1ccc2c3c(n(C)c2c1)[C@H](CO)NCC31CN(Cc2ccc(Cl)cc2)C1

screen / no.	41	42	43	44	45	46	47	48	49	50
miR122 inh	·	·	·	·	·	·	·	·	·	·
GSIS activator	9.0	-9.5	-27.0	-6.5	18.6	2.2	16.0	14.7	0.1	-3.7
PAX8 inh HTS	·	·	·	·	·	·	·	·	·	·

In a second layout: 2 of the compounds above
#47 Nn1c(SCC(=O)Nc2ccc3c(c2)OCCO3)nnc1-c1ccccn1
  miR122 inh: ·
  GSIS activator: 16.0
  PAX8 inh HTS: ·
#48 NNc1nc2ccc(F)cc2s1
  miR122 inh: ·
  GSIS activator: 14.7
  PAX8 inh HTS: ·

Next section.
#51 O=C(CSc1nccn1Cc1ccccc1)Nc1nccs1
#52 CC(=O)Nc1ccc2c(c1)C(=O)N(C)C[C@H](C)[C@@H](CN(C)C(C)=O)O2
#53 COc1cccc(CNc2nc3ccccc3n2CCN2CCCCC2)c1
#54 O=C(NCCC1=CCCCC1)C1CCCN(S(=O)(=O)c2ccc(F)cc2)C1 (configuration not stated)
#55 O=C(CC1c2ccccc2Oc2ccccc21)Nc1ccccc1C(F)(F)F
#56 COc1cc(CNC(=O)OCC(C)C)cc(OC)c1OC
#57 Nc1ncnc(N(c2ccccc2)C2CCCCC2)c1[N+](=O)[O-]
#58 Cc1ccc2nc(-c3ccc(SCC(=O)Nc4ccc5c(c4)OCCO5)nc3)[nH]c2c1
#59 CCCNC(=O)N1CC2(C1)CN(C(=O)CCC)[C@H](CO)c1[nH]c3cc(OC)ccc3c12
#60 COCC(=O)N1CCC2(CC1)CN(Cc1cccc(OC)c1)[C@H](CO)c1c2c2ccc(OC)cc2n1C

screen / no.	51	52	53	54	55	56	57	58	59	60
miR122 inh	·	·	·	·	·	·	·	·	·	·
GSIS activator	21.3	19.4	2.8	-7.0	101.8*	-7.8	4.9	-7.9	3.5	0.4
PAX8 inh HTS	·	·	·	·	·	·	·	·	·	·

#61 COc1ccc2c3c([nH]c2c1)[C@H](CO)N(Cc1cc(F)ccc1F)CC31CCN(C)CC1
#62 O=C(COC(=O)c1ccc(Cl)nc1)NCc1ccc2c(c1)OCO2
#63 CC(C)(C)c1ccc2c(c1)OC(C(=O)N/N=C\c1ccccn1)CO2 (configuration not stated)
#64 COc1ccc2c3c(n(C)c2c1)[C@@H](CO)N(C(=O)C1CCC1)CC31CN(Cc2cccc(F)c2)C1
#65 COc1ccc(CNc2ccc(-c3ccc(OC)cc3)nn2)cc1
#66 O=c1[nH]c(SCCOc2ccccc2)nc2ccccc12
#67 Cc1ccc(CNC(=O)N2CCN(C)CC2)cc1
#68 Cn1c(=O)c2c(nc(CN3CCOCC3)n2Cc2ccccc2)n(C)c1=O
#69 CNC(=O)C1CC(=O)N(Cc2ccccc2)C(=Nc2ccc(OC)cc2)S1 (configuration not stated)
#70 COc1ccc(NC(=O)C(CC(=O)O)Cc2ccccc2)cc1 (configuration not stated)

screen / no.	61	62	63	64	65	66	67	68	69	70
miR122 inh	·	·	·	·	·	·	·	-3.1	24.0	-8.3
GSIS activator	3.3	-3.2	-9.4	-29.1	-6.2	57.0	1.9	·	·	·
PAX8 inh HTS	·	·	·	·	·	·	·	13.8	5.8	1.3

#71 Cc1cc(-c2ccccc2)n(-c2ccc(C(=O)NC(C)C)cc2)n1
#72 O=C(CSc1nc2c(sc3ccccc32)c(=O)n1CCCN1CCOCC1)NC1CCCC1
#73 COC(=O)c1ccc(NC(=O)CNC(=O)C2CCCCC2)c(C)c1
#74 Cc1ccc2c(c1)cc(CN(Cc1ccc3c(c1)OCO3)C(=O)c1ccccc1)c1nnnn12
#75 COC(=O)c1cc(C)sc1NC(=O)CCCC(=O)O
#76 CNC(=O)c1nc(C)n(-c2cc(Cl)ccc2Cl)n1
#77 CCn1c(SCC#N)nc2c(c1=O)C1(CCCC1)Cc1ccccc1-2
#78 Cc1cc(O)ccc1Nc1nc2ccccc2nc1Nc1ccc(O)cc1C
#79 COc1ccc(C(=O)Nn2cnc3scc(-c4cccs4)c3c2=O)c(O)c1
#80 COc1cccc2sc(N3CCN(c4nc5ccccc5s4)CC3)nc12

screen / no.	71	72	73	74	75	76	77	78	79	80
miR122 inh	-5.7	-3.4	16.7	-2.9	1.1	8.2	-6.5	0.8	11.4	-1.8
GSIS activator	·	·	·	·	·	·	·	·	·	·
PAX8 inh HTS	-5.0	-9.7	-8.6	4.6	0.8	-20.6	0.7	30.2	16.7	-6.1

#81 Cc1ccc2nc(SCC(=O)Nc3ccc4sc(C)nc4c3)c(C#N)cc2c1
#82 Cc1cccc(C)c1N1CCN(c2nc(N(C)C)oc(=O)c2C#N)CC1
#83 Cc1cccc(NC(=O)/C=C/c2cccs2)n1
#84 COC(=O)c1cc(OC)c(OC)cc1NC(=O)CSc1nnc(-c2cccnc2)n1C
#85 O=C(CSc1ccc2ccccc2n1)N1CCC(c2noc3ccc(F)cc23)CC1
#86 COc1ccc(S(=O)(=O)NCc2ccccc2)cc1
#87 Cn1c(=O)c2c(nc(N3CCCCC3)n2CCSc2nc3ccccc3s2)n(C)c1=O
#88 O=C(Nc1ccc(Cl)cc1)OCCn1nnnc1C(c1ccccc1Cl)N1CCOCC1 (configuration not stated)
#89 CCOc1ccc(-c2nnc(SCC(=O)Nc3ccc4c(c3)c3ccccc3n4CC)n2N)cc1
#90 COc1ccc(C)cc1NC(=O)CC(O)(C(F)(F)F)C(F)(F)F

screen / no.	81	82	83	84	85	86	87	88	89	90
miR122 inh	2.7	-5.6	-0.4	4.6	-0.2	112.8*	11.5	-10.2	-53.6	0.8
GSIS activator	·	·	·	·	·	·	·	·	·	·
PAX8 inh HTS	-127.9	-26.3	-129.0	3.4	8.9	8.4	9.7	7.8	36.1	11.9

#91 Cc1cccc(CCNS(=O)(=O)c2ccc3c(c2)oc(=O)n3C)c1
#92 Cc1ccc(NC(=S)NC(NC(=O)C(C)(C)C)C(Cl)(Cl)Cl)c(C)c1 (configuration not stated)
#93 CCc1nc2ccc(C)cc2c(C(=O)NC2CCCCC2C)c1C (configuration not stated)
#94 CCn1c(SCC(=O)N2CCCCC2C)nnc1-c1ccc(S(=O)(=O)N2CCN(C)CC2)cc1 (configuration not stated)
#95 C=CCC(NCc1ccco1)c1ccc(OC)cc1 (configuration not stated)
#96 CCCCCCCCc1nc(=S)[nH][nH]1

screen / no.	91	92	93	94	95	96
miR122 inh	25.6	10.0	44.2	-2.1	-2.3	-17.5
GSIS activator	·	·	·	·	·	·
PAX8 inh HTS	21.4	6.9	-13.3	-16.6	2.8	13.7

GSIS activator: entries above that show a hit.
| no. | Molecule | miR122 inh | GSIS activator |
| --- | --- | --- | --- |
| 55 | O=C(CC1c2ccccc2Oc2ccccc21)Nc1ccccc1C(F)(F)F | · | 101.8* |
